Source: PubChem BioAssay (several laboratories)
CDK5 inh: blocks human CDK5/p35 kinase activity | actives 0.01% (n = 330,000) | Recombinant CDK5/p35, ADP-Glo luminescence, 60 min | inhibition, % at 10 µM | Q00535+Q15078;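 active = highest replicate inhibition of at least 50% and at least 75% of replicates reaching 50%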;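 also: plate controls were DMSO neutral control for no effect and GW8510 at 10 µM for full effect; many of its hits are not listed in these tables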
MITF act: increases MITF-driven TRPM1 promoter luciferase signal | SK-MEL-5 TRPM1-promoter luciferase, 24 h; % of positive control, neutral wells = 0 | activation, % at 12.5 µM | actives 0.75% (n = 300,000) | AID 588334;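 active = mean activation of at least 80% with every replicate also reaching 80%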;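 also: 0% = neutral control wells and 100% = parthenolide positive control wells; values of inactives mirror those of a sister screen read the other way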
SR-BI HDL uptake: inhibitors of mouse SR-BI mediated HDL lipid uptake; Q61009; ldlA[mSR-BI] CHO cells, DiI-HDL uptake fluorescence, 3 h; inhibition, % at 12.5 µM; actives 0.96% (n = 320,000); AID 488896;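 active = mean replicate inhibition of at least 70% and a set share of replicates each scoring 70 or more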;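 also: 0% = median of neutral control wells and 100% = median of positive control wells; values of inactives mirror those of a sister screen read the other way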
Target sequence (Q61009 whole entry, looked up): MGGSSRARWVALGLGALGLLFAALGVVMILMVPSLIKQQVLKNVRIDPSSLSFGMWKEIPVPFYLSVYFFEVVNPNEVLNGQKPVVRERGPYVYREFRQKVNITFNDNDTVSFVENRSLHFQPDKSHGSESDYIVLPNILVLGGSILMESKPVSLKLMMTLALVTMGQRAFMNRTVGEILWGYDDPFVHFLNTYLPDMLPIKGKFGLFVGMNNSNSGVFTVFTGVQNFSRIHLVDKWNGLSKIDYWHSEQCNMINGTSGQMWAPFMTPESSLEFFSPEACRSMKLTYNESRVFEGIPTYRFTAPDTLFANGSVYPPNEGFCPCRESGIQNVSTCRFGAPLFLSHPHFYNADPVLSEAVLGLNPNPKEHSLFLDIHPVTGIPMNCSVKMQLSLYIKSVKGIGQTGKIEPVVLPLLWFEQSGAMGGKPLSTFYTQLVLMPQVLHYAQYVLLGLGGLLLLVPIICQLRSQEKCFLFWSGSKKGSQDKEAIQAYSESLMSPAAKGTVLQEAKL
NSD2 inh: inhibitors of human histone methyltransferase NSD2. O96028. NSD2 peptide methylation, AlphaScreen, 120 min. inhibition, % at 12.5 µM. actives 0.54% (n = 310,000); in the data active = inhibition above about 50%
PvdQ inh: blocks Pseudomonas aeruginosa PvdQ acylase activity. purified PvdQ acylase, fluorescence plate reader. inhibition, % at 10 µM. actives 0.063% (n = 340,000); in the data active = inhibition above about 30%, passing the limit was not always enough;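 also: 0% = vehicle neutral wells and 100% = reference inhibitor wells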
Wnt bcat act: activates Wnt/beta-catenin signaling in a reporter cell assay. activator, plate reader. activation, % at 9.35 µM. actives 1.2% (n = 300,000); in the data active = activation above about 30%, passing the limit was not always enough;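 also: 0% = neutral control wells and 100% = positive control wells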
V-ATPase pH: alters yeast V-ATPase proton transport. response, % at 10 µM. S. cerevisiae, pHLuorin cytosolic pH fluorescence. actives 0.37% (n = 350,000); in the data active = response mostly above about 7.3%, no sharp cut-off; inactive = mostly below about 5.4%; also: actives read high; inactives centre near 0; some compounds called inactive have numbers as strong as hits; reference of the scale not given here
HTR5A inv ctr: counter-screen for OPRM1-OPRD1 inverse agonists: human HTR5A inverse agonism; HTR5A cell line, luminescence; inhibition, % at 9.3 µM; actives 0.083% (n = 340,000); AID 504634; in the data active = inhibition mostly above about 23%, no sharp cut-off; inactive = mostly below about 18%;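 also: 0% = cells with DMSO and 100% = no-cell wells with DMSO; some compounds called inactive have numbers as strong as hits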
HTR5A ag: counter-screen for OPRM1-OPRD1 agonists: human HTR5A agonism; P47898; HTR5A agonist assay, luminescence, cell-based; activation, % at 9.3 µM; actives 0.61% (n = 340,000); AID 504692; in the data active = activation mostly above about 9.5%, no sharp cut-off; inactive = mostly below about 7.6%;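 also: 0% = cells with vehicle only and 100% = reference agonist; strong numbers were not always called active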
dFosB activator: mouse delta FosB homodimer activation; AID 493131; activation, % at 25 µM; purified delta FosB, TAMRA-CDK5 oligo fluorescence polarization; percent of positive-control signal above neutral wells; P13346; actives 0.99% (n = 340,000);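 active = mean activation above about 17%, with every replicate also reaching it, limit read from the data, passing the limit was not always enough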;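 also: fluorescence polarization rise as delta FosB binds a TAMRA Cdk5 AP-1 oligo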
Target sequence (P13346 whole entry, looked up): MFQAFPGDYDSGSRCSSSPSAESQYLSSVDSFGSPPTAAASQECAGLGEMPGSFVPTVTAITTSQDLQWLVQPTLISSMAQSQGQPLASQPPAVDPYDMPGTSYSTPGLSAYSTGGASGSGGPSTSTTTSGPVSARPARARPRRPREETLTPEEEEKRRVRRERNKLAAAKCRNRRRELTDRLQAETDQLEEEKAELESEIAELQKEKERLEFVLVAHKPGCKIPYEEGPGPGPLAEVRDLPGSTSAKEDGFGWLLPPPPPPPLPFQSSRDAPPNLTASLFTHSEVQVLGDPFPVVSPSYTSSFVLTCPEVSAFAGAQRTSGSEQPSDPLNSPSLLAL
Numbers without * were called inactive; · = no result given.

SMILES	CDK5 inh	MITF act	SR-BI HDL uptake	NSD2 inh	PvdQ inh	Wnt bcat act	V-ATPase pH	HTR5A inv ctr	HTR5A ag	dFosB activator
Cn1c(N=Nc2ccc(N3CCOCC3)cc2)[n+](C)c2ccccc21	20	-10	-27	19	-2	14	0	37*	-14	40*
O=C1Cc2ccccc2C(=O)N1OCc1ccc(Cl)cc1	-0.2	-10	62	18	-2	-1	-2	-1	0	1
CCOc1ccc(S(=O)(=O)N2CCC(C(=O)OC(C)C(=O)N(C)C3CCCCC3)CC2)cc1 (centres undefined)	-0.5	-14	22	10	-3	1	-4	-13	3	-16
CN(C)CCOC(=O)CCCCCCCCC(=O)OCCN(C)C	0.6	·	-16	-1	-22	-1	-3	9	4	4
O=C(Nc1ccc(F)cc1F)c1cc(-c2ccco2)nc2ccccc12	0.5	·	·	0	-5	-4	-4	-14	5	-10
Fc1ccc(CSc2ncnc3c2ncn3C2CCCCO2)cc1 (centres undefined)	-0.8	69	-13	-1	-2	-3	0	20	-5	-14
CC(=O)N(C)c1ccc(NS(=O)(=O)c2cc(Cl)ccc2Cl)cc1	0.6	9	-7	-3	4	-2	-1	1	1	-5
C/C(N)=C(/C#N)C(=O)CSc1nnnn1-c1ccccc1	0.1	-11	-18	26	-10	·	6	6	-2	-6
Cc1ccc(OCC(=O)Nc2ccncc2)cc1	0.6	·	-10	-4	10	7	-3	-2	5	-9
COc1cccc(NC(=O)COC(=O)Cn2c(C)csc2=O)c1	0.3	11	-8	-1	-12	-1	4	3	-1	0
CCN1CCCC1CNC(=O)CN(C)S(=O)(=O)c1ccc(Cl)cc1 (centres undefined)	0.4	2	·	·	-13	1	-1	5	-2	-2
CCOC(=O)C1CCCN(C(=O)Cn2ncc3c([nH]c4ccc(C)cc43)c2=O)C1 (centres undefined)	-1.6	-10	3	3	7	-1	-5	10	0	-9
COc1ccc(-c2nc(C)ncc2-c2ccccc2)c(O)c1	-0.7	-5	37	0	-8	-1	0	18	-5	2
NC(=S)N/N=C/c1coc2ccc(Br)cc2c1=O	1.9	·	8	1	2	-4	2	20	0	10
CCCCn1c(CN2C(=O)c3ccccc3C2=O)nc2ccccc2c1=O	2.2	-6	-6	1	-15	·	2	14	0	30*
CCC(CO)Oc1cc(NCc2ccc(C)cc2)c2ncn(C(C)C)c2c1 (centres undefined)	1.5	-19	18	·	2	-3	-1	5	-2	-2
O=C(OCC(=O)N1CCCC1=O)C1COc2ccccc2O1 (centres undefined)	-1.4	-3	-13	0	-4	-2	3	-8	6	-7
Cc1cc(S(=O)(=O)NCc2cccnc2)ccc1-n1cnnn1	-0.4	1	·	-5	-13	·	-3	-1	0	1
CCC(C)NCCOc1cccc(Br)c1 (centres undefined)	1.6	-1	-9	18	-7	-2	3	-13	1	6
CCc1cccc(C)c1NC(=O)CCCN1C(=O)NC(C)(C)C1=O	1.4	-1	-19	1	-1	-1	4	-6	2	2
O=S(=O)(N1CCCCCC1)N1CCN(S(=O)(=O)N2CCCCC2)CC1	-0.3	-11	2	-2	-6	-1	2	7	6	-1
Cc1cccc2sc(NNC(=O)c3cc(=O)c4ccccc4o3)nc12	3.3	-7	22	·	8	3	-3	-40	14	-16
Cc1ccc(S(=O)(=O)Nc2c(C)n(C)n(-c3ccccc3)c2=O)cc1C(=O)NCc1ccccc1	0.9	-1	-7	0	-7	2	2	12	-5	-12
Cc1ccc(N2CC(C(=O)NCc3nnnn3-c3ccc(C)c(C)c3)CC2=O)cc1 (centres undefined)	1.7	-11	6	-2	8	-3	0	-14	4	-8
O=C(CSc1ncnc2ccccc12)N1CCNC1=O	1.3	25	11	2	2	14	1	-34	12	-6
CC1CCCC(NC(=O)CSc2ncnc3ccccc23)C1C (centres undefined)	0.6	-8	-9	-1	4	-1	6	7	-5	5
COc1ccc(OCc2nnc(SCC(=O)Nc3cccc(C(C)=O)c3)o2)cc1	-7.1	-4	33	-1	-24	0	-3	3	-1	-13
O=[N+]([O-])c1ccc(N2CCCC2)nc1	0.4	·	2	-5	39*	0	-7	·	·	-1
O=C1[C@H]2[C@@H](/C=C/c3ccccc3)N3C(=O)CN(CC4CC4)C(=O)[C@@]3(Cc3ccccc3)[C@H]2C(=O)N1c1ccccc1	0.3	-6	-26	·	-7	-4	2	-20	6	-2
CC1CC(=O)C(C2c3ccccc3CCN2C(=O)CCl)C(=O)C1 (centres undefined)	-0.7	6	6	-4	-10	2	3	-1	0	-7
CC1(O)N(CCC(=O)Nc2cccc(F)c2)C(=O)OC12CCCCC2 (centres undefined)	3.5	-6	-8	0	5	-2	-1	9	-3	8
c1ccc(-n2cnc3ccccc32)nc1	0.8	·	-9	-1	7	-1	-2	12	3	4
C=CCSc1nnc(-c2cc3c(s2)-c2ccccc2CC3)o1	1.1	18	12	-9	-43	4	3	-32	12	-9
COC(=O)Cn1c(=NC(=O)CSC(C)=O)sc2ccccc21	-1.0	·	0	·	7	4	3	-2	1	-5
Cc1cc(=O)oc(C)c1C(=O)NCc1cccnc1	-0.6	7	-5	9	1	-1	-3	-29	3	3
O=C(c1cc(C2CC2)nn1-c1ccccc1)N1CCN(S(=O)(=O)c2cccc(F)c2)CC1	-0.9	·	-4	0	5	1	0	19	-7	-7
COc1ccc(-n2ncc3c(N4CCc5ccccc54)ncnc32)cc1	0.0	57	33	-2	-9	·	-2	13	-9	-3
O=C(COc1ccc(Cl)cc1Br)Nc1cccc(S(=O)(=O)N2CCCC2)c1	-3.5	·	7	2	-13	11	-2	-8	14*	-13
Cc1cc(C)cc(NC(=O)N2CCCN(c3ncccc3[N+](=O)[O-])CC2)c1	0.8	8	18	5	8	-3	1	23	4	-6
COc1ccc(/C=N/n2c(N)nc3ccccc32)cc1OC	0.1	43	3	-1	2	·	1	-25	8	-4
COc1cccc(C(=O)NCCS(=O)(=O)NCc2cccs2)c1	-0.1	-6	-2	·	8	-3	-3	0	-1	-4
O=C(CN(Cc1ccccc1)C(=O)c1cccc([N+](=O)[O-])c1)Nc1c(Cl)cc(Cl)cc1Cl	-1.6	5	3	-2	-6	-5	-3	-36	1	15
CCCN1C(=O)c2ccccc2NC1c1ccc(C)cc1 (centres undefined)	0.1	-19	-11	-5	5	-2	2	0	0	-12
O=C(C[n+]1cccc(Br)c1)c1ccc(-c2ccccc2)cc1	2.5	15	·	6	22	2	-4	-5	1	-1
CC(C)[C@H](NC(=O)c1ccccc1F)C(=O)OCC(=O)NC1CC1	-1.0	-6	-3	0	-13	-3	20*	13	-3	-11
C=CCNC(=S)Nc1ccc2nc(C)c(C)nc2c1	-0.3	·	5	2	3	·	-1	1	-3	2
O=C(O)c1cc2nccc(-c3ccco3)n2n1	3.8	-8	·	·	39*	2	-3	-13	5	-5
O=C(Nc1ccc(F)cc1)C1CCCN(S(=O)(=O)c2ccc(-n3cnnn3)cc2)C1 (centres undefined)	1.6	9	·	1	-7	-3	-1	-6	6	-6
COC(=O)c1cccc(NC(=O)c2ccc3c(c2)C(=O)N(CC2CCCO2)C3=O)c1 (centres undefined)	2.5	2	23	2	-5	-7	-5	-12	-3	-9
COc1ccc(C(=O)c2cc3c(cc2[N+](=O)[O-])OCCO3)cc1	-1.8	10	-11	1	7	1	2	1	0	1
COc1nc(OCC#N)nc(N(C)C)n1	3.0	·	2	0	-13	·	2	-2	-1	2
Cc1cc(OCCOCCN2CCCC2)ccc1C(C)C	-0.2	·	-12	-2	-10	-11	-2	1	2	0
O=C(Cn1nnc(-c2ccc(N3CCOCC3)cc2)n1)OC1CCCCC1	-0.7	3	-8	1	-12	8	-1	-2	6	-10
COc1ccc(C(=O)c2c[nH]c(C(=O)N=CN(C)C)c2)cc1	0.5	14	-11	3	-3	1	0	7	-3	-7
COc1ccc(-c2cc(C(=O)N/N=C(\C)c3cccnc3)c3ccccc3n2)cc1	-2.5	63	46	-2	-7	7	0	-2	0	-15
O=C(Nc1ccc(F)c(F)c1)c1cnc(-c2ccccc2)nc1-c1ccccc1	2.1	·	29	15	3	·	2	9	-3	-4
CC1CCc2nc(NC(=O)c3ccco3)sc2C1 (centres undefined)	-0.8	-31	19	2	6	·	1	-8	-3	-1
Cc1cccc(NC(=O)COC(=O)CCc2ccc(S(=O)(=O)N3CCOCC3)cc2)c1C	-0.5	-20	-19	-6	-9	-2	2	-11	4	4
CCOc1ccc(N2C(=O)CC(S/C(N)=N/N=C/c3cccs3)C2=O)cc1 (centres undefined)	-0.9	-4	-10	-1	-8	-7	1	17	0	-2
Cc1cc(OCC(=O)Nc2cnn(CCCC(=O)O)c2)ccc1Cl	0.9	2	1	2	-9	-1	3	-5	-1	-7

The list continues:
SMILES	CDK5 inh	MITF act	SR-BI HDL uptake	NSD2 inh	PvdQ inh	Wnt bcat act	V-ATPase pH	HTR5A inv ctr	HTR5A ag	dFosB activator
CC(=O)c1c(C)[nH]c(C(=O)OCC(=O)Nc2sc3c(c2C#N)CCCC3)c1C	0.8	-8	29	1	-8	-2	-4	-10	5	-6
Cc1ccc(S(=O)(=O)N2CCN(S(=O)(=O)N3CCOCC3)CC2)c(C)c1	0.7	-2	0	-4	10	·	7	-15	1	-6
Cn1c(SCC(=O)Nc2cccc(C(=O)O)c2)nnc1-c1cc2cc(Br)ccc2o1	1.5	10	37	-19	-7	-6	0	2	-1	-8
CC12CCC(=O)N1C(C(=O)Nc1ccc(F)c(Cl)c1)CS2 (centres undefined)	-2.0	13	-1	-1	1	-4	-3	-26	1	4
CCOC(=O)N=Nc1c(O)n(Cc2ccccc2)c2ccccc12	-2.8	17	8	5	-7	12	2	1	0	-8
CCCSC1=C(C#N)C(c2ccc(Cl)cc2Cl)CC(=O)N1 (centres undefined)	-0.5	2	6	-1	-8	·	-3	-4	4	-6
CCn1cc(C(=O)NCc2ccco2)c(=O)c2cc(S(=O)(=O)N3CCCC3)ccc21	-0.1	-6	14	-1	-6	-2	-3	-12	6	-17
CC(=O)c1sc(Nc2cccc(C)c2)nc1C	-1.4	13	·	-1	18	6	2	-8	3	0
Cc1sc2ncn(CC(=O)NCC(=O)N3CCN(c4ccc(F)cc4)CC3)c(=O)c2c1C	-0.9	-8	·	3	0	-1	-2	-22	8	-7
COCCN1C(=O)N(c2ccccc2)C(=O)C1CC(=O)Nc1cc(OC)cc(OC)c1 (centres undefined)	0.1	4	-14	-1	8	1	5	-4	7	-2
CCn1c(C)nc2cc(C(=O)NNC(=O)c3ccc(Cl)nc3)ccc21	1.4	-3	-12	-4	-21	1	-3	1	0	3
CCc1c(C)[nH]c2c(C)cccc2c1=O	0.7	-1	-48	1	-9	·	-3	-24	1	-2
CCN1CCN(CCCNC(=O)c2cc3c(=O)[nH]c4ccccc4c3s2)CC1	2.1	23	-21	11	0	·	1	-11	5	-51

Results in SR-BI HDL uptake, NSD2 inh and PvdQ inh (four entries from above):
| SMILES | SR-BI HDL uptake | NSD2 inh | PvdQ inh |
| --- | --- | --- | --- |
| CC12CCC(=O)N1C(C(=O)Nc1ccc(F)c(Cl)c1)CS2 (centres undefined) | -1 | -1 | 1 |
| CCOC(=O)N=Nc1c(O)n(Cc2ccccc2)c2ccccc12 | 8 | 5 | -7 |
| CCCSC1=C(C#N)C(c2ccc(Cl)cc2Cl)CC(=O)N1 (centres undefined) | 6 | -1 | -8 |
| CCn1cc(C(=O)NCc2ccco2)c(=O)c2cc(S(=O)(=O)N3CCCC3)ccc21 | 14 | -1 | -6 |
